# Bioassay records (PubChem BioAssay)
# PKA-R1A act: PKA-R1A complex activation. P00514+P68181. PKA-R1A dissociation, Cy5-IP20 fluorescence polarization; scaled: DMSO 0%, 113 µM cGMP 100%. activation, % at 11.4 µM. 340,000 tested, 0.083% active. AID 504707;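 active = percent activation above the mean of all tested compounds plus 3 SD, cut at about 19% in these data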;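 also: higher means more PKAc released from R1A so a rise in polarization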
# PfHsp90 set2: inhibits growth of yeast expressing Plasmodium falciparum Hsp90; S. cerevisiae expressing PfHsp90, BacTiter-Glo ATP, 48 h; yeast lacking PDR1 and PDR3 efflux regulators; inhibition, % at 9.4 µM; 310,000 tested, 0.32% active; AID 504621;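 active = every replicate shows inhibition above about 80%, whatever the replicate mean, limit read from the data; inconclusive = mean inhibition reaches the set limit but some replicate falls short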;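 also: 0% = DMSO neutral controls and 100% = 20 µM radicicol positive controls; yeast relying on Plasmodium falciparum Hsp90 in place of its own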
# Mot1-301 SUMO: inhibitors of SUMOylation pathway: yeast Mot1-301 growth rescue | growth rescue, % at 18.8 µM | S. cerevisiae Mot1-301 growth rescue, ATP luminescence, 38.5C; percent above DMSO median, 100 means doubled | 320,000 tested, 1% active | AID 2716;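 active = every valid replicate shows activation above 250% relative to neutral control wells; inactive = the rest, any valid replicate at or below 250%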;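 also: OY570 slx delta 5 strain wells were the positive control but not used for scaling; some compounds called inactive have numbers as strong as hits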
# MOR-DOR inv ag: inverse agonists of human mu-delta opioid receptor heterodimerization | inhibition, % at 9.3 µM | 340,000 tested, 0.21% active | P35372+P41143 | cell-based MOR-DOR heterodimer luminescence, inverse agonism; in the data active = inhibition above about 22%, passing the limit was not always enough;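 also: 0% = cells with DMSO and 100% = wells without cells with DMSO; values of inactives mirror those of a sister screen read the other way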
# phage Ecoli inh: E. coli growth loss with phage present | growth absorbance | inhibition, % at 11.9 µM | 360,000 tested, 0.26% active | AID 651602; in the data active = inhibition above about 11%
# HTR5A inv ag: counter-screen for OPRM1-OPRD1 inverse agonists: human HTR5A inverse agonism | 340,000 tested, 0.083% active | P47898 | inhibition, % at 9.3 µM | HTR5A cell line, luminescence; in the data active = inhibition mostly above about 23%, no sharp cut-off; inactive = mostly below about 18%;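 also: 0% = cells with DMSO and 100% = no-cell wells with DMSO; some compounds called inactive have numbers as strong as hits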
# OPRM1-OPRD1 ag: agonists of human mu-delta opioid receptor heterodimerization; P35372+P41143; cells, OPRM1-OPRD1 heterodimerization, luminescence; activation, % at 9.3 µM; 340,000 tested, 0.3% active; AID 504326; in the data active = activation above about 18%;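 also: 0% = vehicle-treated cells and 100% = reference agonist; values of inactives mirror those of a sister screen read the other way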
# Pemphigus Ab inh: inhibitors of pemphigus antibody binding to human desmoglein-3. DSG3-coupled beads, scFv-anti-DSG3-GFP binding, flow cytometry; active compounds read low. P32926. AID 588358. binding (percent of control), % at 10 µM. 310,000 tested, 0.48% active;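 active = binding more than 3 SD below its plate's average and above zero; inconclusive = below that plate limit but binding exactly zero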;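 also: hits lower antibody fragment binding to DSG3; some compounds called inactive have numbers as strong as hits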
# Target sequence (P32926 whole entry, looked up, the tested form may be a part): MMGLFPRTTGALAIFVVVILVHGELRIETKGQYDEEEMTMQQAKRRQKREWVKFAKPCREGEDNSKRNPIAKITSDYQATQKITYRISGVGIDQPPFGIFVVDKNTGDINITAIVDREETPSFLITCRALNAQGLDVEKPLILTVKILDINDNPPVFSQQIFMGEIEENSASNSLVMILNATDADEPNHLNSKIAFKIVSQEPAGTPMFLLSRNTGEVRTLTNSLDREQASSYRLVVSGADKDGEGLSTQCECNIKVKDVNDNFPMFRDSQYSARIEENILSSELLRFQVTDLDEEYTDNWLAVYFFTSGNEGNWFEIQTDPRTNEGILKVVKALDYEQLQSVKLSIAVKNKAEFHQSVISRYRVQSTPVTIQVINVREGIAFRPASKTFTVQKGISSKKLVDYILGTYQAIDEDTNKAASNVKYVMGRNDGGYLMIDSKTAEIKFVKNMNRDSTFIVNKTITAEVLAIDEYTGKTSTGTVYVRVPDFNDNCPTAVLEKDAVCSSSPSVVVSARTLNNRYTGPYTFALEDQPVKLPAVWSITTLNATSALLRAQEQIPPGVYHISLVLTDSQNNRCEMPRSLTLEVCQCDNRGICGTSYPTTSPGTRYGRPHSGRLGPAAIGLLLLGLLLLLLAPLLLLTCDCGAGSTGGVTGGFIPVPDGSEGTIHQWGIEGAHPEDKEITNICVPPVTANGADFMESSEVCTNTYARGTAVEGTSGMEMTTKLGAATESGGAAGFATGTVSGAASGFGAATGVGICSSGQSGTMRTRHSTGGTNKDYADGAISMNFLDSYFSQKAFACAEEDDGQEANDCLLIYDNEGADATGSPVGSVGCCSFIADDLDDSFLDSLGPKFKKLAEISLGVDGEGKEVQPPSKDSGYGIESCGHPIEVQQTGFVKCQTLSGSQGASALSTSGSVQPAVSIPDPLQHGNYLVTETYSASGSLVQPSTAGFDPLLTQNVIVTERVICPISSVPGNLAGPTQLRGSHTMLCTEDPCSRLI
# AddAB inh: less growth of phage-infected E. coli with AddAB; inhibition, % at 11.9 µM; 330,000 tested, 0.29% active; AID 435030; E. coli expressing H. pylori AddAB, absorbance growth; in the data active = inhibition above about 12%;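 also: 0% = vehicle wells of infected cells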
# Ecoli viability: counter-screen for AddAB inhibitors: E. coli growth inhibition; 330,000 tested, 0.27% active; inhibition, % at 11.9 µM; AID 449728; E. coli V3065 growth, OD600 absorbance, 18 h;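 active = inhibition above the campaign's mean inhibition across all tested compounds plus 3 SD, cut at about 9.9% in these data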;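 also: uninfected addAB+ strain grown without phage in ampicillin broth; 0% = DMSO wells and 100% = ciprofloxacin 0.95 µg/ml wells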
# HTR5A ag: activates human HTR5A in OPRM1-OPRD1 agonist counter-screen | P47898 | HTR5A agonist assay, luminescence, cell-based | activation, % at 9.3 µM | 340,000 tested, 0.61% active | AID 504692; in the data active = activation mostly above about 9.5%, no sharp cut-off; inactive = mostly below about 7.6%;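 also: 0% = cells with vehicle only and 100% = reference agonist; strong numbers were not always called active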
# An asterisk follows results filed as active; i = inactive; ? = inconclusive; . = not tested or not shown; + = active, no number; & = joins results of further samples.
SMILES,PKA-R1A act,PfHsp90 set2,Mot1-301 SUMO,MOR-DOR inv ag,phage Ecoli inh,HTR5A inv ag,OPRM1-OPRD1 ag,Pemphigus Ab inh,AddAB inh,Ecoli viability,HTR5A ag
O=C(C1CCC1)N1CCN(S(=O)(=O)c2cccc(F)c2)CC1,3,11,70,4,1.6,-2,-0.6,97,-0.3,0.0,1
CCCCN(C(=O)Cn1nnc2ccccc21)C(C(=O)NCCOC)c1ccccc1 (stereo unspecified),10,-31,-7,8,3.2,-6,-1.3,98,2.1,0.8,0
Cc1cc(Cl)ccc1N=c1ssnc1Cl,-2,?,128,-23,3.3,-5,4.1,53*,-0.7,-1.9,10
Cc1ccc(C(=O)N/C(=C\c2ccc(C(C)C)cc2)C(=O)NCCCN2CCOCC2)cc1,-5,32,-2,12,1.7,-29,-2.2,118,0.0,-0.5,-3
CC(=O)Nc1ccc(S(=O)(=O)Nc2ccn(Cc3ccccc3Cl)n2)cc1,-1,11,.,16,3.1,9,-4.9,109,.,.,-2
COc1cc2[nH]c(=O)c(C(=O)NCc3ccccc3Cl)c(O)c2cc1OC,-1,4,-12,3,1.9,19,-0.6,108,.,.,-2
c1ccc(-c2noc(CSc3nnnn3C3CCCCC3)n2)cc1,-9,-42,-2,-21,2.4,1,3.9,102,4.5,0.8,0
CCc1ccc(NC(=O)CSc2nccn(-c3ccc4c(c3)OCCO4)c2=O)cc1,-10,-24,.,-32,5.1,-13,5.0,101,.,.,4
Cc1ccc(S(=O)(=O)NCCC(=O)Oc2ccc3ccc(=O)oc3c2)cc1,-4,3,i,12,2.5,0,-2.4,94,1.4,-1.9,0
CN(C)c1cccc(C(=O)OC(C(=O)Nc2ccc([N+](=O)[O-])cc2Br)c2ccccc2)c1 (stereo unspecified),9,6,-27,-4,1.8,-36,0.7,106,0.3,-0.2,0
CCn1c(=N)n(CC(=O)c2cccc([N+](=O)[O-])c2)c2ccccc21,-2,-6,-11,-4,-1.2,-2,0.9,106,0.7,0.8,-4
Cc1cccc(NC(=O)CN(C)S(=O)(=O)c2ccccc2)n1,2,13,23,10,3.8,-7,-2.3,.,-0.5,-1.2,6
CCN(CC)C(=O)[C@H]1C[C@H](CC(=O)NCCCN(C)C)C(=O)N2CCc3c([nH]c4ccc(Cl)cc34)[C@]12C,-5,-8,.,10,3.4,-15,-1.9,101,-0.6,-1.4,4
COc1ccc(C(=O)NC(=S)NNC(=O)c2cccc(C)c2)cc1,.,.,-21,.,1.7,.,.,104,3.5,-0.5,.
CCN1CCN(c2c(Cl)cccc2NC(=O)c2cc3ccccc3o2)CC1,-4,-3,6,-21,-0.3,-10,3.0,98,0.5,0.7,4
CCOc1c2ccc(C(=O)NCc3cc(C(F)(F)F)cc(C(F)(F)F)c3)cc2nn1C,-2,1,14,-10,-0.5,1,2.1,97,1.8,0.0,7
Nc1nc(-c2ccc(Br)s2)c(Br)s1,0,-26,-6,-33,4.3,-37,5.8,96,-1.5,-0.8,7
CC(=O)c1sc(NC(=O)CCS(=O)(=O)c2ccccc2)nc1C,-8,-5,10,15,1.2,-19,-3.6,108,-0.1,-0.9,8
Cc1csc(C2=C(O)CN(CCc3ccccc3)C2=N)n1,4,5,0,14,3.4,-5,-2.4,105,0.5,1.1,-1
Cc1ccc(C(=O)Oc2ccc3c(c2)ncn3C)cc1,5,-5,84,15,2.3,3,-3.2,125,3.5,3.5,-3

# In a second layout: four of the compounds above.
# Value order: PKA-R1A act, PfHsp90 set2, Mot1-301 SUMO, MOR-DOR inv ag, phage Ecoli inh, HTR5A inv ag, OPRM1-OPRD1 ag, Pemphigus Ab inh, AddAB inh, Ecoli viability, HTR5A ag
- CCN(CC)C(=O)[C@H]1C[C@H](CC(=O)NCCCN(C)C)C(=O)N2CCc3c([nH]c4ccc(Cl)cc34)[C@]12C
→ -5, -8, ., 10, 3.4, -15, -1.9, 101, -0.6, -1.4, 4
- Cc1cccc(NC(=O)CN(C)S(=O)(=O)c2ccccc2)n1
→ 2, 13, 23, 10, 3.8, -7, -2.3, ., -0.5, -1.2, 6
- CCOc1c2ccc(C(=O)NCc3cc(C(F)(F)F)cc(C(F)(F)F)c3)cc2nn1C
→ -2, 1, 14, -10, -0.5, 1, 2.1, 97, 1.8, 0.0, 7
- Cc1ccc(C(=O)Oc2ccc3c(c2)ncn3C)cc1
→ 5, -5, 84, 15, 2.3, 3, -3.2, 125, 3.5, 3.5, -3

# Other structures
SMILES,PKA-R1A act,PfHsp90 set2,Mot1-301 SUMO,MOR-DOR inv ag,phage Ecoli inh,HTR5A inv ag,OPRM1-OPRD1 ag,Pemphigus Ab inh,AddAB inh,Ecoli viability,HTR5A ag
ClC1(Cl)CC1CSc1nc2ccccc2[nH]1 (stereo unspecified),-1,-21,9,3,2.3,1,-0.6,105,0.3,1.3,0
CCOC(=O)N1CCN(C(=O)COC(=O)CSc2cc(C)c(Br)cc2C)CC1,11,45,-6,3,2.1,5,-0.6,.,1.4,0.3,-2
Cc1nc2nc(CCNS(=O)(=O)c3ccc(Cl)cc3)cn2nc1C,-5,10,13,4,-0.2,8,-0.8,111,3.0,-0.6,-2
CCc1c(O)nc(SCC(=O)NC(C)(C)C)n(-c2ccccc2)c1=O,1,0,0,15,0.3,2,-2.5,93,1.2,-0.7,-1
CCc1cccc(C)c1NC(=O)C1CC(=O)N(C2CCCC2)C1 (stereo unspecified),1,0,-7,10,0.0,-20,-2.4,101,0.4,0.1,8
COCCN(CC1CCCN(C2Cc3ccccc3C2)C1)C(=O)c1cccs1 (stereo unspecified),-5,-54,10,0,1.3,15,0.0,.,0.6,1.1,2
O=C(NN1C(=O)C2C3C=CC(C3)[C@H]2C1=O)c1cccnc1 (stereo partly specified),10,6,-11,13,1.2,-9,-2.3,136,4.1,0.2,3
C=C(C)C(=O)Nc1cccc(C2=NOC3(C2)C[C@H](C(N)=O)N(C(=O)C(c2ccccc2)c2ccccc2)C3)c1 (stereo partly specified),-4,10,-12,-23,.,-2,4.2,101,1.3,0.3,1
CC(C)N(C(=O)CSc1nn2c(=O)c(C(C)(C)C)nnc2s1)c1ccccc1,4,1,-12,-3,0.7,8,0.6,104,0.3,1.9,-3
Cc1nnc(SCc2nnc(-c3ccccc3Br)o2)s1,-3,-30,410,8,-0.1,5,-1.7,104,-0.2,-0.7,-2

# Brought forward from above: three compounds; new compounds follow.
SMILES,PKA-R1A act,PfHsp90 set2,Mot1-301 SUMO,MOR-DOR inv ag,phage Ecoli inh,HTR5A inv ag,OPRM1-OPRD1 ag,Pemphigus Ab inh,AddAB inh,Ecoli viability,HTR5A ag
C=C(C)C(=O)Nc1cccc(C2=NOC3(C2)C[C@H](C(N)=O)N(C(=O)C(c2ccccc2)c2ccccc2)C3)c1 (stereo partly specified),-4,10,-12,-23,.,-2,4.2,101,1.3,0.3,1
CC(C)N(C(=O)CSc1nn2c(=O)c(C(C)(C)C)nnc2s1)c1ccccc1,4,1,-12,-3,0.7,8,0.6,104,0.3,1.9,-3
Cc1nnc(SCc2nnc(-c3ccccc3Br)o2)s1,-3,-30,410,8,-0.1,5,-1.7,104,-0.2,-0.7,-2
CC(=O)Nc1ccc(Oc2ccc(S(=O)(=O)N3CCCC3)cn2)cc1,2,-9,-5,-2,0.9,-16,0.6,106,2.2,0.9,6
Cc1nn(C)c(Oc2ccc(Cl)cc2)c1C=O,-5,-12,9,16,-0.2,6,-3.1,91,0.7,1.6,3
COc1ccc(NC(=S)N2CCN(C(c3ccccc3)c3ccccc3)CC2)c(OC)c1,-12,-23,11,6,1.1,8,-1.0,101,-1.1,0.5,-3
CCNC(=O)COc1cc(C)c(Br)c(C)c1,-1,-1,-10,1,1.3,0,-0.1,103,2.5,0.8,-3
Cn1c(C(=O)N2CCN(Cc3ccccc3)CC2)cc2c(=O)n(C)c3ccccc3c21,1,25,78,15,2.1,15,-3.0,110,3.0,-0.3,-6
CCOc1ccc(N2CC(C(=O)Nc3cccc(S(=O)(=O)N4CCCCC4)c3)CC2=O)cc1 (stereo unspecified),-14,-8,8,3,2.6,-16,-0.6,76,1.0,-2.9,6
Cc1cc(NCc2ccccc2Cl)n2nnnc2n1,-7,26,-11,-3,1.4,-28,0.7,.,1.9,0.5,1
COc1ccc(-n2c(C(C)(C)C)csc2=Nc2c(C)n(C)n(-c3ccccc3)c2=O)cc1,-4,-10,-2,12,1.8,5,-2.6,.,1.3,1.3,-1
CCCSc1ccc([C@@H]2[C@@H]3C(=O)N(CC)C(=O)[C@@H]3[C@]3(C(=O)OC)CCCCN23)cc1,-8,-6,-4,7,4.0,-11,-1.2,107,1.2,-0.7,4
CCC(=O)N(Cc1cc2c(C)cc(C)cc2[nH]c1=O)C1CCCCC1,0,-18,-16,15,1.6,3,-2.7,99,1.1,3.4,-1
COc1ccc2cc[nH]c2c1,-3,9,13,16,1.2,-3,-3.1,104,2.7,0.3,1
Cc1ccc2c(c1)c1nnc(SCC(=O)Nc3cccc(Cl)c3C)nc1n2CC(=O)O,2,-4,-3,0,0.5,-1,-0.1,106,1.5,0.8,1
CN1C(=O)/C(=C/C=C2\SCCN2C)N(C)C1=S,3,3,.,15,4.8,7,-2.9,107,.,.,-2
CCOc1cc(N2CCOCC2)c(OCC)cc1NC(=O)CN1CCN(Cc2ccc3c(c2)OCO3)CC1,8,-3,-12,-3,1.8,0,0.6,95,4.5,1.1,2
Cc1ccsc1C(C(=O)NCc1ccccc1)N(C(=O)c1csnn1)c1ccccc1 (stereo unspecified),-1,6,0,3,-1.4,-10,-0.4,106,-1.0,1.7,3
Clc1ccc(Nc2nc(NCCN3CCOCC3)nc(N3CCOCC3)n2)cc1,7,13,-15,9,.,2,-2.2,100,-0.1,-3.1,0
CCOC(=O)c1cnc2oc3ccccc3n2c1=O,-2,0,+,7,0.6,-36,-1.4,90,2.7,-1.7,0
Cc1cc(C)nc(-n2ncc3c2CC(C)CC3=O)n1 (stereo unspecified),.,.,-1,.,2.2,.,.,103,1.3,0.3,.
Cc1cc(=O)[nH]c(=S)[nH]1,-1,18,-14&1,16,1.9,-1,-2.9,120,0.5,2.3,4

# A draw from above in order of heavy-atom count, low to high.
SMILES,PKA-R1A act,PfHsp90 set2,Mot1-301 SUMO,MOR-DOR inv ag,phage Ecoli inh,HTR5A inv ag,OPRM1-OPRD1 ag,Pemphigus Ab inh,AddAB inh,Ecoli viability,HTR5A ag
CCNC(=O)COc1cc(C)c(Br)c(C)c1,-1,-1,-10,1,1.3,0,-0.1,103,2.5,0.8,-3
COCCN(CC1CCCN(C2Cc3ccccc3C2)C1)C(=O)c1cccs1 (stereo unspecified),-5,-54,10,0,1.3,15,0.0,.,0.6,1.1,2
COc1ccc(NC(=S)N2CCN(C(c3ccccc3)c3ccccc3)CC2)c(OC)c1,-12,-23,11,6,1.1,8,-1.0,101,-1.1,0.5,-3
